PREPL inh: inhibits the human prolyl oligopeptidase-like enzyme; recombinant PREPL, fluorescence polarization activity-based probe; hit rate 0.68% among 320,000; inhibition, % at 5.96 µM; Q4J6C6; AID 2751; in the data active = inhibition above about 43%;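 also: 0% = enzyme with DMSO and 100% = wells lacking enzyme; many of its hits are not listed in these tables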
Target sequence (Q4J6C6 whole entry, looked up): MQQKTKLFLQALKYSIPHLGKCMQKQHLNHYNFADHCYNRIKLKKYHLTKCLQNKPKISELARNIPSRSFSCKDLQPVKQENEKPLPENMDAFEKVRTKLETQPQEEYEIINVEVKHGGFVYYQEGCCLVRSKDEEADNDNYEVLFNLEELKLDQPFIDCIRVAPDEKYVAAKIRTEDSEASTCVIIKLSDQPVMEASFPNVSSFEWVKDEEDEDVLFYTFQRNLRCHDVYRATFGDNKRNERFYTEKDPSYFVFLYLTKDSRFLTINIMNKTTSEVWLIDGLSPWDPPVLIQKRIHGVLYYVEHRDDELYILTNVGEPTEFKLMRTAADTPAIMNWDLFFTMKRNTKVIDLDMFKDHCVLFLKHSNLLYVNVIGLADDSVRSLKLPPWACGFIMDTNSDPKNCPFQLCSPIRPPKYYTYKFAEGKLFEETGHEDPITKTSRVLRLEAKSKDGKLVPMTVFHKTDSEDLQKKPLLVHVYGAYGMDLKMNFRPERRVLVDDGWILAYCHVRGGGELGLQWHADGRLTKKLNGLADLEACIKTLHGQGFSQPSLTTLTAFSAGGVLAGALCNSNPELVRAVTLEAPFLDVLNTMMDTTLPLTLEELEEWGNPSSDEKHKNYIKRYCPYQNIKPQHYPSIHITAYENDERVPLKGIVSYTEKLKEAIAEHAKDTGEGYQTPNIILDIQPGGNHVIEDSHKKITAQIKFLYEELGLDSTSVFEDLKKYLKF
PP5 primary: inhibitors of human protein phosphatase 5 (PP5); P53041; purified PP5c, OMFP substrate fluorescence; inhibition, % at 6.7 µM; hit rate 0.18% among 320,000;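 active = inhibition above the campaign's mean inhibition across all tested compounds plus 3 SD, cut at about 9.5% in these data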;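 also: 0% = DMSO only and 100% = 100 µM cantharidin control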
PP1 counter: blocks human PP1-alpha phosphatase, a PP5 counter-screen; inhibition, % at 6.7 µM; hit rate 0.9% among 320,000; purified PP1alpha, OMFP fluorescence;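 active = inhibition above the mean inhibition of all tested compounds plus 3 SD, computed separately for each screening campaign, cut at about 15% in these data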
LYPLA2 counter: blocks human lysophospholipase 2, a PME1 counter-screen; O95372; recombinant LYPLA2, FP-Rh probe fluorescence polarization; inhibition, % at 5.9 µM; hit rate 0.38% among 320,000; AID 2177;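 active = inhibition above the screen-wide mean plus 3 SD, limit set per campaign, cut at about 26% in these data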;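 also: 0% = LYPLA2 with DMSO and 100% = wells lacking LYPLA2 enzyme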
TPT1 inhibitor: inhibitors of Candida albicans tRNA 2'-phosphotransferase TPT1; hit rate 0.81% among 300,000; recombinant caTPT1, FP RNA substrate dephosphorylation; inhibition, % at 5 µM;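 active = inhibition above the mean of all tested compounds plus 3 SD, set per screening campaign, cut at about 24% in these data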;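 also: plate controls were DMSO alone for no effect and ferristatin control at 100 nM for full effect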
GASC-1 inh: human JMJD2C demethylase inhibition | Q9H3R0 | inhibition, % at 2.35 µM | hit rate 0.069% among 330,000 | AID 2099 | GST-JMJD2C(1-420) H3K9me3 demethylation, DELFIA europium;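 active = more than half of a compound's replicate wells show inhibition beyond 50%, single wells judged on their own value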;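 also: signal counts dimethyl H3K9 product captured on neutravidin plate; 0% = median of DMSO wells and 100% = 0.3 times that DMSO median; strong numbers were not always called active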
Target sequence (Q9H3R0 1-420 limits assumed): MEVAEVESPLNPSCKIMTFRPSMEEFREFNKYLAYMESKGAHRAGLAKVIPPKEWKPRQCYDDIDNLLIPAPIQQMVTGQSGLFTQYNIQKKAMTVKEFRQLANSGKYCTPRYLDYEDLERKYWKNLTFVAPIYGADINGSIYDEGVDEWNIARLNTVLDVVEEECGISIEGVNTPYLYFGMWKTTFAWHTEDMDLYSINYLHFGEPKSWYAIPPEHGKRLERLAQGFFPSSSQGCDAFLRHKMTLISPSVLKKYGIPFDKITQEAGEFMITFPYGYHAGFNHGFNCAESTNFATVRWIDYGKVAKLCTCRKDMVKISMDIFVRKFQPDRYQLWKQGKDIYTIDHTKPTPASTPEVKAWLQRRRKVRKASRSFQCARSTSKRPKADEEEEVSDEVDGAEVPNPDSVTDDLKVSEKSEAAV
Fh CTSL1 inh: counter-screen for PFM18AAP inhibitors: inhibitors of F. hepatica cathepsin L1; recombinant F. hepatica cathepsin L1, Z-Leu-Arg-MCA fluorescence; inhibition, % at 5.96 µM; hit rate 0.49% among 300,000; AID 1906;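 active = inhibition above the mean of all tested compounds plus 3 SD, set per screening campaign, cut at about 17% in these data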;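 also: 0% = plate median of test compound wells and 100% = 1 µM Z-Phe-Ala-diazomethylketone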
Efflux pump inh: antifungal efflux pump inhibition, Nile Red retention; hit rate 0.44% among 330,000; S. cerevisiae Candida pump triplex; inhibition, % at 10 µM;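 active = plate passing quality check with inhibition over a set limit, or well fluorescence over plate mean plus 4 SD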;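 also: Nile Red retained in pooled yeast measured as flow cytometry median fluorescence; 0% = buffer negative control and 100% = Enniatin B positive control; higher means more Nile Red kept so more efflux inhibition; some compounds called inactive have numbers as strong as hits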
core dimer inh: blocks dimerization of HCV core protein. AID 1899. hit rate 0.33% among 300,000. inhibition, % at 5 µM. TR-FRET GST/Flag-core106 dimerization, 1536-well;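 active = inhibition above the mean of all tested compounds plus 3 SD, set per screening campaign, cut at about 45% in these data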
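test system = GST/Flag-tagged HCV core106 proteins | probe or stimulus = Eu donor and XL665 acceptor anti-tag antibodies | times = compound-protein-antibody incubation 4 h at 22.5 °C | signal = TR-FRET, excitation 340 nm, emission 617 and 671 nm | measure = percent inhibition of core106 dimerization signal | controls = wells lacking GST-core106 and wells with excess unlabelled core106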
Active calls of the source: *. These rows are one share of the data. The share of hits here may be higher or lower than overall.

What do the screens show for `COc1ccc(S(=O)(=O)N2CCN(Cc3ccc4c(c3)OCO4)CC2)c2ccccc12`?
PREPL inh: 8; PP5 primary: 3.9; PP1 counter: -4; LYPLA2 counter: -2; TPT1 inhibitor: 3; GASC-1 inh: 8; Fh CTSL1 inh: -5; Efflux pump inh: -0.2; core dimer inh: 4

What do the screens show for `COc1ccc(S(=O)(=O)N2CCOCC2)cc1NC(=O)CN1C(=O)NC(C)(C2CC2)C1=O` (stereo not given)?
PREPL inh: 16; PP5 primary: 2.5; PP1 counter: -1; LYPLA2 counter: 4; GASC-1 inh: 0; Efflux pump inh: -0.2

What do the screens show for `Cc1cc(C)c(C#N)c(SCS(=O)Cc2ccccc2)n1` (stereo not given)?
PREPL inh: 3; PP5 primary: -0.4; PP1 counter: -1; LYPLA2 counter: 3; TPT1 inhibitor: -2; GASC-1 inh: -3; Fh CTSL1 inh: 5; Efflux pump inh: -0.1; core dimer inh: 3

What do the screens show for `O=C(c1ccco1)N1CCN(Cc2nnc(-c3ccccc3)o2)CC1`?
PREPL inh: 0; PP5 primary: 1.1; PP1 counter: 2; LYPLA2 counter: -11; TPT1 inhibitor: 1; GASC-1 inh: -10; Fh CTSL1 inh: -1; Efflux pump inh: -0.1; core dimer inh: 5

What do the screens show for `CCc1ccccc1NC(=O)C1=CC(c2cccs2)=NS(=O)(=O)N1C`?
PREPL inh: 14; PP5 primary: -0.2; PP1 counter: -3; LYPLA2 counter: 4; TPT1 inhibitor: -3; GASC-1 inh: -4; Fh CTSL1 inh: 2; Efflux pump inh: 0.0; core dimer inh: -19

What do the screens show for `CCCC(=O)NC(=S)Nc1cccc(Cl)c1N1CCCCC1`?
PREPL inh: 10; PP5 primary: 1.2; PP1 counter: -2; LYPLA2 counter: -13; TPT1 inhibitor: 2; GASC-1 inh: -3; Fh CTSL1 inh: 2; Efflux pump inh: 0.1; core dimer inh: 0

Results for CC(=O)c1ccc(NC(=O)CN2CCC(C(=O)c3ccc(F)cc3)CC2)cc1 ?
PREPL inh: -2; PP5 primary: -1.0; PP1 counter: -1; LYPLA2 counter: 11; TPT1 inhibitor: 4; GASC-1 inh: -1; Fh CTSL1 inh: 5; Efflux pump inh: 0.2; core dimer inh: 14

What do the screens show for `CCC(c1ccccc1)c1nc(-c2cccnc2)no1` (stereo not given)?
PREPL inh: 1; PP5 primary: 1.3; PP1 counter: -4; LYPLA2 counter: 2; TPT1 inhibitor: 2; GASC-1 inh: -1; Fh CTSL1 inh: -4; Efflux pump inh: 0.4; core dimer inh: -8

How did COc1ccc(C2/C=C\CN(C(=O)NC34CC5CC(CC(C5)C3)C4)CC(=O)N2Cc2ccc(F)cc2)cc1 (stereo not given) do in these assays?
PREPL inh: -4; PP5 primary: 2.7; PP1 counter: 3; LYPLA2 counter: 0; TPT1 inhibitor: -2; GASC-1 inh: 1; Fh CTSL1 inh: -1; core dimer inh: 7

How did O=C(OCc1nnc(-c2ccccc2)o1)c1ccc(S(=O)(=O)NCc2ccco2)cc1 do in these assays?
PREPL inh: 12; PP5 primary: 1.2; PP1 counter: -3; LYPLA2 counter: -8; TPT1 inhibitor: 0; GASC-1 inh: -14; Fh CTSL1 inh: -5; Efflux pump inh: 0.2; core dimer inh: 7

What do the screens show for `Cc1noc(C)c1S(=O)(=O)N1CCN(c2ccc(Cl)cc2)CC1`?
PREPL inh: -27; PP5 primary: 1.8; PP1 counter: 6; LYPLA2 counter: 3; TPT1 inhibitor: 0; GASC-1 inh: -8; Fh CTSL1 inh: 0; Efflux pump inh: 0.0; core dimer inh: -2

What do the screens show for `c1ccc2c(c1)nc(NCC1CCCO1)c1nnnn12` (stereo not given)?
PREPL inh: 20; PP5 primary: 0.1; PP1 counter: -1; LYPLA2 counter: 3; TPT1 inhibitor: -8; GASC-1 inh: 3; Fh CTSL1 inh: 2; Efflux pump inh: -0.3; core dimer inh: 7

Results for CCC(=O)Nc1sc(C(=O)Nc2ccccc2)c(C)c1C(=O)OC ?
PREPL inh: 2; PP5 primary: 2.8; PP1 counter: 7; LYPLA2 counter: -3; TPT1 inhibitor: -1; GASC-1 inh: 3; Fh CTSL1 inh: -2; Efflux pump inh: -0.1; core dimer inh: 8

What do the screens show for `CCC(=O)NC(O)C(=O)c1ccc(C)cc1` (stereo not given)?
PREPL inh: -5; PP5 primary: -1.7; PP1 counter: 2; LYPLA2 counter: 4; TPT1 inhibitor: -2; GASC-1 inh: -7; Fh CTSL1 inh: 3; Efflux pump inh: 0.1; core dimer inh: 0

Results for Cc1cccc(NC(=S)N2CCC(N(C)CC3CCCO3)CC2)c1 (stereo not given) ?
PREPL inh: -1; PP5 primary: -2.4; PP1 counter: -4; LYPLA2 counter: 10; TPT1 inhibitor: -1; GASC-1 inh: -4; Fh CTSL1 inh: -2; Efflux pump inh: 0.1; core dimer inh: 1

How did COc1ccc(-c2cc(C(=O)N3CCCC(C(F)(F)F)C3)c3ccccc3n2)cc1 (stereo not given) do in these assays?
PREPL inh: 1; PP5 primary: 0.2; PP1 counter: 1; LYPLA2 counter: 0; Efflux pump inh: 0.1

How did O=C(CSc1nccc(=O)[nH]1)NCc1ccco1 do in these assays?
PREPL inh: -4; PP5 primary: 1.5; PP1 counter: 2; LYPLA2 counter: 6; TPT1 inhibitor: -2; GASC-1 inh: -19; Fh CTSL1 inh: 2; Efflux pump inh: 0.0; core dimer inh: -1

How did COc1ccc(NC(=O)CN(C)C(=O)/C=C/c2cn(Cc3ccccc3)nc2-c2cccnc2)cc1 do in these assays?
PREPL inh: 5; PP5 primary: 1.5; PP1 counter: -1; LYPLA2 counter: 3; TPT1 inhibitor: 1; GASC-1 inh: 7; Fh CTSL1 inh: 5; Efflux pump inh: -0.2; core dimer inh: -3

How did COc1ccc(NC(=O)c2cc(S(=O)(=O)N3CCCC3)cn2C)cc1Cl do in these assays?
PREPL inh: -1; PP5 primary: -0.5; PP1 counter: -2; LYPLA2 counter: -2; TPT1 inhibitor: -2; GASC-1 inh: 0; Fh CTSL1 inh: 1; Efflux pump inh: -0.1; core dimer inh: 3

Results for CC(C)(C)C(=O)COC(=O)c1ccc2c(c1)C(=O)N(Cc1ccco1)C2=O ?
PREPL inh: -4; PP5 primary: 3.6; PP1 counter: -1; LYPLA2 counter: 3; TPT1 inhibitor: 4; GASC-1 inh: 5; Fh CTSL1 inh: 1; Efflux pump inh: 0.0; core dimer inh: 16

For convenience, some entries already given.
What do the screens show for `Cc1noc(C)c1S(=O)(=O)N1CCN(c2ccc(Cl)cc2)CC1`?
PREPL inh: -27; PP5 primary: 1.8; PP1 counter: 6; LYPLA2 counter: 3; TPT1 inhibitor: 0; GASC-1 inh: -8; Fh CTSL1 inh: 0; Efflux pump inh: 0.0; core dimer inh: -2

What do the screens show for `c1ccc2c(c1)nc(NCC1CCCO1)c1nnnn12` (stereo not given)?
PREPL inh: 20; PP5 primary: 0.1; PP1 counter: -1; LYPLA2 counter: 3; TPT1 inhibitor: -8; GASC-1 inh: 3; Fh CTSL1 inh: 2; Efflux pump inh: -0.3; core dimer inh: 7

Other entries follow:
How did C=CCNC(=S)NNC(=O)c1cccn(Cc2ccc(Cl)cc2Cl)c1=O do in these assays?
PREPL inh: 0; PP5 primary: 2.3; PP1 counter: 1; LYPLA2 counter: -3; TPT1 inhibitor: 1; GASC-1 inh: 2; Fh CTSL1 inh: 1; Efflux pump inh: 0.0; core dimer inh: 3

How did COc1ccc2cc(C3CC(c4cccs4)=NN3C(C)=O)c(Cl)nc2c1 (stereo not given) do in these assays?
PREPL inh: 14; PP5 primary: 1.2; PP1 counter: 0; LYPLA2 counter: -2; TPT1 inhibitor: -3; GASC-1 inh: 15; Fh CTSL1 inh: 1; Efflux pump inh: -0.1; core dimer inh: -8

Results for Cn1ncc2c(Nc3cccc4ccccc34)ncnc21 ?
PREPL inh: 18; PP5 primary: -1.3; PP1 counter: 2; LYPLA2 counter: 6; TPT1 inhibitor: -7; GASC-1 inh: 9; Fh CTSL1 inh: -1; Efflux pump inh: 0.0; core dimer inh: -4

What do the screens show for `O=C1OC(/C(=C\Nc2cc(Cl)ccc2O)[N+](=O)[O-])c2ccccc21` (stereo not given)?
PREPL inh: 12; PP5 primary: 0.1; PP1 counter: -3; LYPLA2 counter: 0; TPT1 inhibitor: 0; GASC-1 inh: -1; Fh CTSL1 inh: 5; Efflux pump inh: 0.2; core dimer inh: 9

How did Cc1ccc(-c2ccccc2NC(=O)CCl)o1 do in these assays?
PREPL inh: -3; PP5 primary: 4.0; PP1 counter: 4; LYPLA2 counter: -9; TPT1 inhibitor: 3; GASC-1 inh: -18; Fh CTSL1 inh: 3; Efflux pump inh: 0.1; core dimer inh: 2

How did Cc1nn(-c2ccccc2)c(C)c1N do in these assays?
PREPL inh: 5; PP5 primary: -1.2; PP1 counter: 0; LYPLA2 counter: -5; TPT1 inhibitor: 0; GASC-1 inh: -4; Fh CTSL1 inh: 3; Efflux pump inh: 0.1; core dimer inh: 4

How did Cc1ccc(S(=O)(=O)NC2CC3CCC2C3)cc1 (stereo not given) do in these assays?
PREPL inh: -7; PP5 primary: -1.1; PP1 counter: -4; LYPLA2 counter: 5; TPT1 inhibitor: 0; GASC-1 inh: 1; Fh CTSL1 inh: 1; Efflux pump inh: -0.1; core dimer inh: 2

How did O=C(CCCc1ccccc1)Nc1ccccn1 do in these assays?
PREPL inh: 22; PP5 primary: 0.0; PP1 counter: -3; LYPLA2 counter: 6; TPT1 inhibitor: -4; GASC-1 inh: -15; Fh CTSL1 inh: 2; Efflux pump inh: 0.0; core dimer inh: -1

Results for COc1ccc(-c2csc3nc(-c4cccnc4)nc(Cl)c23)cc1OC ?
PREPL inh: 18; PP5 primary: -0.1; PP1 counter: 8; LYPLA2 counter: 1; TPT1 inhibitor: -2; GASC-1 inh: -13; Fh CTSL1 inh: 5; Efflux pump inh: 0.1; core dimer inh: -2

What do the screens show for `CCS(=O)(=O)Nc1ccc(C2=NN(C(=O)c3ccco3)C(c3ccc(C)cc3)C2)cc1` (stereo not given)?
PREPL inh: 0; PP5 primary: 4.0; PP1 counter: 2; LYPLA2 counter: -7; TPT1 inhibitor: 0; GASC-1 inh: 41; Fh CTSL1 inh: 7; Efflux pump inh: -0.1; core dimer inh: 11

How did O=C(COn1nnc2ccc(S(=O)(=O)N3CCOCC3)cc21)Nc1c(F)c(F)c(F)c(F)c1F do in these assays?
PREPL inh: -9; PP5 primary: -0.3; PP1 counter: -1; LYPLA2 counter: 3; TPT1 inhibitor: -3; GASC-1 inh: -7; Fh CTSL1 inh: 1; Efflux pump inh: 0.0; core dimer inh: -3

What do the screens show for `COc1ccc(CCC(=O)N2CCCC(Nc3ccc(C)c(C)c3)C2)cc1OC` (stereo not given)?
PREPL inh: 1; PP5 primary: -0.7; PP1 counter: -5; LYPLA2 counter: 3; TPT1 inhibitor: -3; GASC-1 inh: 6; Fh CTSL1 inh: -6; Efflux pump inh: 0.1; core dimer inh: 6

What do the screens show for `COc1ccc(NS(=O)(=O)c2cc(C)ccc2NC(=O)c2cc(C)oc2C)cc1`?
PREPL inh: 7; PP5 primary: 6.9; PP1 counter: 2; LYPLA2 counter: -31; TPT1 inhibitor: 3; GASC-1 inh: -48; Fh CTSL1 inh: -1; Efflux pump inh: 0.1; core dimer inh: 13

Results for COc1ccc(C(=O)OCC(=O)NC(C)CCc2ccccc2)cc1 (stereo not given) ?
PREPL inh: 10; PP5 primary: 0.1; PP1 counter: -2; LYPLA2 counter: 4; TPT1 inhibitor: -1; GASC-1 inh: -25; Fh CTSL1 inh: -7; Efflux pump inh: 0.9; core dimer inh: -4
